Bioassay records (PubChem)
Scp1 inh: Scp-1 (human) phosphatase inhibition; Recombinant Scp1, phosphopeptide, malachite green phosphate absorbance; inhibition, % at 20 µM; Q9GZU7; hit rate 0.88% among 340,000;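 active = inhibition above about 50% at 20 µM, limit read from the data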;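 also: plate controls were DMSO wells with enzyme for no effect and wells lacking enzyme for full effect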
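System: SCP-1 catalytic domain; Reagent: Phospho 17-mer peptide substrate; Doses: one concentration, 20 µM, with 1.0% DMSO; Incubation: 45 min room-temperature reaction, 5 min colour, 30 min stabiliser; Signal: Phosphate-binding colour reagent, absorbance read at 630 nm.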
DNMT1 block: DNMT1 (human) enzyme inhibition; inhibition (reported as % activation of signal), % at 10 µM; hit rate 0.83% among 360,000; DNMT1 molecular beacon, Hinp1I cleavage, fluorescence; in the data active = inhibition above about 50%
Target sequence (P26358 504-1616 limits assumed): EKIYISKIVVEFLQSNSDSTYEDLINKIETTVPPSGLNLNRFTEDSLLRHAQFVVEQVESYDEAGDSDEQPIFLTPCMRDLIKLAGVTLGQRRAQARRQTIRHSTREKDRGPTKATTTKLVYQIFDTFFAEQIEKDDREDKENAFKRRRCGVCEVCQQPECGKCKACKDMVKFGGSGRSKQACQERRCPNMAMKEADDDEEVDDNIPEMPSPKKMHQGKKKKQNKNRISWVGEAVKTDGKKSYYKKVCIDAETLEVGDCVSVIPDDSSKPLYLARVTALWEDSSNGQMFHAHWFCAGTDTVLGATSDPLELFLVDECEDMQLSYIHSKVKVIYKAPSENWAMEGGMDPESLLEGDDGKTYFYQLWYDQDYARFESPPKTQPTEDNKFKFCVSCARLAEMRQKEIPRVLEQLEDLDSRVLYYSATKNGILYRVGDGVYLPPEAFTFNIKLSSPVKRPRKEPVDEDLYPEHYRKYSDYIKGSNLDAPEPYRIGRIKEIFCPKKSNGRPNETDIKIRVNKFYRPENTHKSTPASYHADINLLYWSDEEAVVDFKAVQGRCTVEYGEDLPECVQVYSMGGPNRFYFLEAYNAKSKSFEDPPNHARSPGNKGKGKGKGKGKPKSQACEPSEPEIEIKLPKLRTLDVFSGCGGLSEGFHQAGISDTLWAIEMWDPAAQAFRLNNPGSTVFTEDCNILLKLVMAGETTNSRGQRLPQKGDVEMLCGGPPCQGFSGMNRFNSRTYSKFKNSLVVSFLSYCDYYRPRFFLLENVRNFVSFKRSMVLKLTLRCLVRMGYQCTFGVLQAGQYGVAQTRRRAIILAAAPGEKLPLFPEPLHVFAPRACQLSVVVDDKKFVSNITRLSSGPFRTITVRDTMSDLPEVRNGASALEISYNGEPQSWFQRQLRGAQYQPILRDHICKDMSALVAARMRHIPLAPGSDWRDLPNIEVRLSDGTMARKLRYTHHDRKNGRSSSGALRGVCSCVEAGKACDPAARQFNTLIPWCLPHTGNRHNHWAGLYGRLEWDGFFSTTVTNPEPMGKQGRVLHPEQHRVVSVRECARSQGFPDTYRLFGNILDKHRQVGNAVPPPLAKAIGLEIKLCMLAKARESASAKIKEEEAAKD
Neddylation inh: blocks human cullin neddylation | TR-FRET cullin neddylation, biochemical | calls only at 25 µM | hit rate 0.58% among 360,000 | AID 651699; in the data active = inhibition above about 36%
CendR NRP1 mod: NRP-1/CendR interaction modulation; AID 602438; hit rate 0.85% among 360,000; O14786; inhibition, % at 25 µM; FAM-RPARPAR peptide binding to NRP-1, fluorescence polarization;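 active = inhibition or corrected inhibition above about 18%, plus a signal ratio from 0.5 to 1.5, limit read from the data, passing the limit was not always enough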; also: strong numbers were not always called active
STEP inh: inhibitors of human striatal-enriched phosphatase STEP; recombinant STEP, OMFP fluorogenic substrate, fluorescence; inhibition, % at 20 µM; AID 588621; hit rate 0.25% among 360,000;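 active = inhibition at 20 µM, scaled per plate between control wells, above about 37%, limit read from the data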;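 also: 0% = DMSO with enzyme and substrate and 100% = substrate only without enzyme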
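Also added – OMFP at 25 µM · Test system – STEP tyrosine phosphatase · Technique – FITC-channel fluorescence of OMFP product · Schedule – 20 min at room temperature, dark · Evaluation – control-normalized % inhibition with plate pattern correction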
SKN-1 block: C. elegans SKN-1 inhibition | AID 624304 | C. elegans VP596 Pgst-4::GFP/RFP ratio, acrylamide-induced, 24 h | hit rate 0.49% among 360,000 | inhibition, % at 21.8 µM;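 active = interference check ratio from 0.5 to 1.5 plus GFP to RFP signal ratio inhibition reaching or exceeding a fixed threshold, cut at about 30% in these data, passing the limit was not always enough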; also: some compounds called inactive have numbers as strong as hits
SUMO1 PPI mod: modulators of human SUMO1-mediated protein-protein interactions; hit rate 0.33% among 360,000; SUMO1 binding to a labelled peptide, TR-FRET, 1 h; AID 602429; inhibition, % at 20 µM; in the data active = inhibition above about 37%
NadD inh: blocks S. aureus nicotinate mononucleotide adenylyltransferase; purified NadD enzyme, colorimetric absorbance read-out; inhibition, % at 20 µM; hit rate 0.78% among 360,000; AID 602399; in the data active = inhibition above about 26%; also: some compounds past the cut are filed as inactive
LMPTP block: LMPTP (human) inhibition. AID 651560. inhibition, % at 20 µM. P24666. hit rate 0.22% among 360,000. recombinant LMPTP-A, OMFP fluorogenic substrate, fluorescence intensity;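 active = compounds that cut the enzyme signal by at least half of the control window in the single-dose screen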;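 also: plate controls were DMSO wells with enzyme plus substrate for no effect and substrate without enzyme for full effect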
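Test system: LMPTP-A phosphatase enzyme; input: 0.625 nM LMPTP-A final; reagent: OMFP substrate, 400 µM final; compound dosing: 20 µM single dose, 3% DMSO; incubation: 50 min dark incubation at room temperature; measured by: endpoint fluorescence intensity from OMFP dephosphorylation; measure: % inhibition relative to no-enzyme and uninhibited control wells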
Tb MetRS inh: Trypanosoma brucei MetRS inhibition | hit rate 0.4% among 360,000 | AID 624268 | inhibition, % at 11.9 µM | purified T. brucei MetRS, ATP depletion, Kinase-Glo luminescence;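 active = inhibition above a per-plate cutoff of the control wells' mean inhibition plus 3 SD, cut at about 5.5% in these data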;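 also: 0% = DMSO wells median and 100% = median of wells with control inhibitor compound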
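Material: parasite MetRS enzyme / Replication: singlicate, one well per compound / Signal: luminescence of leftover ATP / Schedule: 2 h aminoacylation at 25 °C after 15 min preincubation / Medium: HEPES-MgCl2-KCl buffer plus DTT, spermine, BSA, pyrophosphatase / Doses: 11.9 µM single point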
* = called active by the depositor; i = inactive; . = no result given.

SMILES	Scp1 inh	DNMT1 block	Neddylation inh	CendR NRP1 mod	STEP inh	SKN-1 block	SUMO1 PPI mod	NadD inh	LMPTP block	Tb MetRS inh
CCOC(=O)c1c(NC(=O)COC(=O)c2ccc(Cl)nc2)sc(C(=O)N(C)C)c1C	-4	3	i	-2	1	8	7	2	0.2	0.2
Cc1ccc(S(=O)(=O)n2nc(C)c(S(=O)(=O)N3CCOCC3)c2C)cc1	-2	3	i	-16	-2	12	6	0	-2.4	-0.1
Cc1cc(N2CCCC2)nc2ccccc12	2	4	i	-2	3	2	-3	1	2.7	-0.2
CCN(CC)C(=O)C1=C(C)N(Cc2ccc(OC)cc2)C(=O)C(CC(=O)NC2CCCCC2)C1 (stereo unspecified)	.	-1	i	-1	-6	-9	6	11	-1.4	-0.1
COc1ccc(C2C(C#N)=C(N)Oc3n[nH]c(C)c32)cc1CSc1ccccn1 (stereo unspecified)	0	-13	i	4	2	22	-4	10	0.5	-0.2
COCCn1nnnc1C(c1ccccc1OC)N1CCN(c2ccccc2F)CC1 (stereo unspecified)	-3	-1	i	-2	-2	23	-2	7	-1.3	-1.3
Cc1cccc(C(C)C)c1NC(=O)c1ccc(OCC2CCCO2)cc1 (stereo unspecified)	3	2	i	4	0	-7	3	-3	-1.1	-0.4
Cc1ccc(O)c(NC(=O)c2cccc(S(=O)(=O)N3CCCCC3)c2)c1	-7	-6	i	-34	-1	16	12	-2	0.0	-0.4
O=C1NCCSC1c1ccccc1 (stereo unspecified)	-3	4	i	5	0	-2	5	0	-0.5	-1.3
CC(=O)N1N=C(c2ccc(C)cc2)OC1c1ccc(C(C)C)cc1 (stereo unspecified)	-9	-4	i	-4	-1	8	-1	11	2.0	-0.1
C/C(=N/NC(=O)CNC(=O)c1cccs1)c1ccco1	0	2	i	9	-2	5	-6	0	-1.6	-0.4
Cc1ccc(C)c(NC(=O)C2CCCN(S(=O)(=O)c3c(C)noc3/C=C/N(C)C)C2)c1 (stereo unspecified)	-3	-1	i	4	0	-3	1	0	0.0	0.8
COc1ccc(-c2cc(-c3ccccc3)n[nH]2)c(O)c1	-6	0	i	1	0	35*	7	-5	3.7	0.3
Fc1ccccc1Nc1ncnc2c1nnn2Cc1ccccc1	-10	-1	i	-9	2	3	2	-2	0.4	-0.1
COc1ccccc1CNC(=O)C1CCCN(c2cnccn2)C1 (stereo unspecified)	5	4	i	-5	-4	5	-14	-17	-0.2	0.7
Cc1cc(NC(=O)CNC(=O)C2CCCCC2)no1	-8	2	i	0	0	1	-2	1	-1.7	-0.8
COc1ccc(S(=O)(=O)Cc2ccc(C(=O)NCc3ccco3)o2)cc1	-8	-1	i	-4	-1	10	1	1	-0.1	0.2
O=C(Nc1cccc(OC(F)(F)F)c1)[C@@H]1O[C@H](CO)[C@H](O)[C@H](O)[C@H]1O	.	1	i	9	-2	4	5	0	-1.1	-0.2
OCCCCCNc1ncnc2ccccc12	0	0	i	-9	-3	-21	2	-2	18	-0.8
Cc1c(NC(=O)C(C)OC(=O)c2ccc(Br)o2)c(=O)n(-c2ccccc2)n1C (stereo unspecified)	15	1	i	-6	-1	0	-2	1	-1.3	0.7

Complete entries from above. Values in the order: Scp1 inh, DNMT1 block, Neddylation inh, CendR NRP1 mod, STEP inh, SKN-1 block, SUMO1 PPI mod, NadD inh, LMPTP block, Tb MetRS inh
`COc1ccccc1CNC(=O)C1CCCN(c2cnccn2)C1` (stereo unspecified) in the list: 5, 4, i, -5, -4, 5, -14, -17, -0.2, 0.7
`CCOC(=O)c1c(NC(=O)COC(=O)c2ccc(Cl)nc2)sc(C(=O)N(C)C)c1C` in the list: -4, 3, i, -2, 1, 8, 7, 2, 0.2, 0.2
`Cc1ccc(O)c(NC(=O)c2cccc(S(=O)(=O)N3CCCCC3)c2)c1` in the list: -7, -6, i, -34, -1, 16, 12, -2, 0.0, -0.4
`Cc1cccc(C(C)C)c1NC(=O)c1ccc(OCC2CCCO2)cc1` (stereo unspecified) in the list: 3, 2, i, 4, 0, -7, 3, -3, -1.1, -0.4
`Cc1cc(NC(=O)CNC(=O)C2CCCCC2)no1` in the list: -8, 2, i, 0, 0, 1, -2, 1, -1.7, -0.8

(further entries)
SMILES	Scp1 inh	DNMT1 block	Neddylation inh	CendR NRP1 mod	STEP inh	SKN-1 block	SUMO1 PPI mod	NadD inh	LMPTP block	Tb MetRS inh
COc1ccc(Cl)cc1NS(=O)(=O)c1cccc(C(=O)NC2CCN(Cc3ccccc3)CC2)c1	-3	-2	i	-19	0	-14	5	-1	0.5	-0.3
CC(=O)n1c2ccccc2c2c1c1ccccc1n2C	-10	-4	i	38*	-4	-3	-8	-3	0.7	-1.1
O=C(c1ccc2ccccc2c1)C1CCCN(C(=O)CN2C(=O)CSC2=O)C1 (stereo unspecified)	-12	-2	i	1	-1	-9	-10	-2	-0.2	-0.6
COC(=O)c1sccc1NC(=O)c1c(-c2ccccc2)noc1C	-5	2	i	8	-3	-5	3	-10	-2.2	-1.2
CCC(c1nnc(SCC(=O)N2CC3(C)CC2CC(C)(C)C3)o1)N(C)C (stereo unspecified)	-2	1	i	1	4	-14	-2	1	-0.8	-1.1
Cc1cccc(N2CCN(C(=O)c3cccc(N4C(=O)C5C6C=CC(C6)C5C4=O)c3)CC2)c1C (stereo unspecified)	-3	-4	i	11	2	4	-3	5	1.9	0.1
Cc1ccc(N/C=C/C(=O)c2ccco2)c(O)c1	-16	-3	i	-25	3	17	-26	-1	2.5	-0.2
CC1=C(C(=O)O)N2C(=O)C(NC(=O)c3ccc(F)cc3)C2SC1 (stereo unspecified)	1	4	i	-3	1	12	0	2	-0.9	-0.2
CCC(=O)N1CCN(c2ccc(NC(=O)c3ccc(C#N)cc3F)cc2Cl)CC1	-5	0	i	5	-1	3	0	-5	-1.0	0.2
CC(=O)Nc1cccc(/C(C)=N/NS(=O)(=O)c2ccccc2)c1	1	2	i	11	-2	-1	-1	-4	0.4	-0.3
N/C(=N\OC(=O)c1cccc2ccccc12)c1ccncc1	-2	2	i	13	-1	15	-28	-3	0.2	-0.4
COC(=O)c1[nH]c2ccccc2c1NC(=O)C(C)N1CCN(C(=O)c2ccco2)CC1 (stereo unspecified)	-5	1	i	0	-3	7	-5	-3	-1.4	0.0
CC(O)(Cc1ccccn1)Cc1ccccn1	-10	3	i	12	1	-8	-1	-2	1.4	-0.1
O=C(CN1C(=O)NC2(CCCCCC2)C1=O)c1ccc(OC(F)F)cc1OC(F)F	-6	-4	i	0	-3	4	1	-5	0.3	0.1
CN=C1SC(CC(=O)Nc2c(C)cccc2C)C(=O)N1/N=C/c1cccs1 (stereo unspecified)	-7	4	i	2	0	2	-5	-2	-0.3	-0.4
O=C(CSc1ncn[nH]1)N1N=C(c2ccc(Cl)cc2)CC1c1ccco1 (stereo unspecified)	-1	-2	i	-3	0	12	-2	1	1.7	0.5
CSc1nc(Oc2ccc(=O)[nH]n2)nc(N(C)C)n1	-5	0	i	6	-4	-17	-2	5	-2.2	-0.8
CCOc1ccc(Cl)cc1-c1cc(C(=O)NC(C)C)[nH]n1	.	4	i	-2	-2	-7	8	-18	0.3	-0.6
CCCCN1C(=S)SC(C)(C)C1/[N+]([O-])=C/c1ccc(S(=O)(=O)NC)cc1 (stereo unspecified)	-8	1	i	-14	5	-13	-9	-9	-0.8	-0.1
Cc1noc2ncc(C(=O)c3cc(F)ccc3O)cc12	0	5	i	7	2	6	0	-2	-1.6	-1.0

Only STEP inh, Scp1 inh and DNMT1 block, for some of the entries so far:
Structure | STEP inh | Scp1 inh | DNMT1 block
CC(=O)n1c2ccccc2c2c1c1ccccc1n2C | -4 | -10 | -4
O=C(c1ccc2ccccc2c1)C1CCCN(C(=O)CN2C(=O)CSC2=O)C1 (stereo unspecified) | -1 | -12 | -2

Carrying on.
SMILES	Scp1 inh	DNMT1 block	Neddylation inh	CendR NRP1 mod	STEP inh	SKN-1 block	SUMO1 PPI mod	NadD inh	LMPTP block	Tb MetRS inh
CC(=O)Nc1ccc(OCC(O)CN2CCN(c3ccc(F)cc3)CC2)cc1 (stereo unspecified)	-5	5	i	-7	-1	33	-5	-2	0.3	-1.9
C/C(=N/NC(=O)c1ccncc1)c1ccc(NC(=O)c2ccc(Cl)cc2Cl)cc1	-4	-3	i	4	1	7	1	0	0.8	0.3
O=C(Nc1nccs1)C(c1ccccc1)N1CCCC1 (stereo unspecified)	-5	1	i	-16	0	22	1	0	-1.1	0.2
COC(=O)C(C(=O)OC)c1ccccc1NS(=O)(=O)c1ccc(C)cc1	.	.	i	13	.	6	1	.	-0.3	0.3
CN(C(=O)c1ccncc1)c1nnc(-c2cccnc2)s1	-2	1	i	-2	1	-12	0	7	-0.5	0.1
Nc1nonc1-n1nnc(C(=O)O)c1-c1cccs1	-4	-2	i	2	1	2	-3	-4	-1.0	0.6
CC(C)CCN(CCC(C)C)C/C(O)=C(\C#N)c1nc(-c2ccccc2)cs1	-5	-7	i	-28	0	12	1	16	1.5	-1.0
O=C(COC(=O)/C=C/c1cccc(C(F)(F)F)c1)NCc1ccc(F)cc1	-2	-7	i	-4	2	-3	-2	-2	0.0	-0.2
COc1cc(CCC(=O)OCC(=O)Nc2ccc(F)c(F)c2)cc(OC)c1OC	-2	1	i	11	-1	9	-6	1	-0.8	-0.2
Oc1ccc(Cl)cc1CNCc1ccc(C(F)(F)F)cc1	1	12	i	9	0	1	-6	-2	-1.9	-0.6
COCCNC(=S)N1CCN(c2nc3ccccc3s2)CC1	-12	8	i	13	0	6	-4	-1	0.1	0.3
CC(C)(C)n1nc2c(c1NC(=O)c1cc(Cl)ccc1[N+](=O)[O-])CS(=O)(=O)C2	-8	0	i	14	-2	-6	-19	0	-1.1	0.3
O=C(NC1CCCCC1)c1cccc(OCc2ccccc2)c1	-9	2	i	5	0	-20	2	-13	1.3	-0.4
C[C@H](O)[C@@H]1C(=O)N2CCc3c([nH]c4ccccc34)[C@@H]2C[C@@H]1N(C)Cc1ccc2c(c1)OCO2	.	0	i	1	0	5	2	-1	-1.4	89*
CCOC(=O)C1=C(COC(=O)C2CC(=O)N(c3ccccc3CC)C2)NC(=O)NC1C (stereo unspecified)	.	6	i	-6	-1	-8	-5	3	-1.4	0.5
COc1ccc(-c2cc(C(F)(F)F)n3nc(C(=O)Nc4cc(C)on4)cc3n2)cc1OC	1	9	i	-9	-1	9	-2	4	1.4	-0.2
CCN(C(=O)CN1CCCc2cc(C)ccc21)c1c(N)n(Cc2ccccc2)c(=O)[nH]c1=O	2	9	i	140	-10	0	1	5	-1.8	0.4
O=C(COC(=O)CNS(=O)(=O)c1ccccc1)NC12CC3CC(CC(C3)C1)C2	16	2	i	-6	-2	-13	-4	-4	-0.1	-1.2
Cc1nc2ccccn2c1P(=Nc1ccccc1)(N(C)C)N(C)C	-8	0	i	11	-1	5	-5	9	-0.6	-0.7
CCCNC(=O)C(Cc1cccc(OC)c1)NC(=O)c1ccc(C(C)(C)C)cc1 (stereo unspecified)	-5	-2	i	14	0	-8	-3	-4	-2.5	-0.2
